# Screening data as filed in PubChem BioAssay.
# mouse IAP activators = activators of mouse IAP, confirmation, biochemical, luminescence, single concentration (AID 434970) | intestinal alkaline phosphatase [Mus musculus] | purified mouse IAP, CDP-Star luminescence, 30 min; stronger effect = lower value | activity change, negative = activation, % at 10 µM | 11,000 tested, 2.9% active; in the data active = activity change below about -85%;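 note: percent relative to enzyme plus DMSO wells and wells without enzyme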
# mouse IAP activators Fold change = second read-out of mouse IAP activators, no call of its own (marks repeat the call); activation factor; measured here: IAP activation factor; stronger effect = higher value;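 fold luminescence change scaled to plate control wells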
# * = called active by the depositor; + = active, no number. A portion of the library; the hit share may differ from the screen's.
[1] CC(Sc1ccsc1[N+](=O)[O-])C(=O)NCCc1ccc(Cl)cc1 (configuration not stated)
  mouse IAP activators: 13
  mouse IAP activators Fold change: 0.87

[2] O=C(C1CCCO1)N1CCN(c2ccc(F)cc2)CC1 (configuration not stated)
  mouse IAP activators: 7
  mouse IAP activators Fold change: 0.93

[3] COc1cccc(-c2nn(-c3ccccc3)cc2C(=O)NCC(=O)O)c1
  mouse IAP activators: -8
  mouse IAP activators Fold change: 1.1

[4] CCOC(=O)Cn1cc(C(=O)C2CC2)c2ccccc21
  mouse IAP activators: 7
  mouse IAP activators Fold change: 0.93

[5] Cc1cc(=O)[nH]c(SCC(=O)Nc2ccc(S(=O)(=O)N3CCOCC3)cc2)n1
  mouse IAP activators: 7
  mouse IAP activators Fold change: 0.93

[6] Cc1ccc(-c2nsc3c(N4CCC(C(N)=O)CC4)ncnc23)cc1
  mouse IAP activators: 13
  mouse IAP activators Fold change: 0.87

[7] Cc1nn(Cc2ccc(Cl)cc2)c(C)c1N
  mouse IAP activators: 0
  mouse IAP activators Fold change: 1

[8] Oc1ccc(/C=N/N=C/c2ccc(O)c(O)c2)cc1O
  mouse IAP activators: 64
  mouse IAP activators Fold change: 0.36

[9] CNC(=O)C(Sc1ccccc1)c1ccccc1 (configuration not stated)
  mouse IAP activators: 6
  mouse IAP activators Fold change: 0.94

[10] O=S1(=O)[C@H]2C[C@H](CO)O[C@@]2(CO)CN1Cc1ccc(-c2cccc(Cl)c2)cc1
  mouse IAP activators: 5
  mouse IAP activators Fold change: 0.95

[11] COc1ccc(N2C(=O)C3CCCN3C2c2cccc(F)c2)cc1Cl (configuration not stated)
  mouse IAP activators: -5
  mouse IAP activators Fold change: 1.1

[12] Cn1nc(C(=O)Nc2cccc(C(F)(F)F)c2)ccc1=O
  mouse IAP activators: -13
  mouse IAP activators Fold change: 1.1

[13] COc1cccc(NC(=O)N2CCCC2C(=O)NCC(C)C)c1 (configuration not stated)
  mouse IAP activators: 4
  mouse IAP activators Fold change: 0.96

[14] c1cc2c3c(cccc3c1)C(N1CCCCCC1)=N2
  mouse IAP activators: 6
  mouse IAP activators Fold change: 0.94

[15] CN1CCN(S(=O)(=O)c2ccc3[nH]c(=O)oc3c2)CC1
  mouse IAP activators: 59
  mouse IAP activators Fold change: 0.41

[16] Cc1cc(C(=O)N/N=C/c2ccccc2Br)no1
  mouse IAP activators: 2
  mouse IAP activators Fold change: 0.98

[17] O=C(NCCCCc1ccccc1)NC[C@@H]1CC[C@@H](Cc2ccc(-c3ccccc3)cc2)O1
  mouse IAP activators: -344*
  mouse IAP activators Fold change: 4.4*

[18] CC(C)(C)NC(=S)NC(=O)C12CC3CCC(CC(C3)C1)C2
  mouse IAP activators: 11
  mouse IAP activators Fold change: 0.89

[19] COc1cc(C(C[N+](=O)[O-])c2c(-c3ccccc3)cc3ccccn23)cc(OC)c1OC (configuration not stated)
  mouse IAP activators: 6
  mouse IAP activators Fold change: 0.94

[20] CC(C)(C)NC(=O)C(c1ccc(-c2ccccc2)cc1)N(C[C@H]1CC[C@@H]([C@@H]2CC[C@H](CO)O2)O1)C(=O)c1cccc(Cl)c1 (some centres not stated)
  mouse IAP activators: 5
  mouse IAP activators Fold change: 0.95

[21] COc1cccc(/C=N/NC(=O)c2cccc([N+](=O)[O-])c2)c1OS(=O)(=O)c1ccccc1
  mouse IAP activators: -3
  mouse IAP activators Fold change: 1

[22] Cc1ccccc1-c1nc(Cc2ccc(Cl)cc2)no1
  mouse IAP activators: 7
  mouse IAP activators Fold change: 0.93

[23] COc1cccc(/C=N\NC(=O)C2=NNC(=O)C2C)c1O (configuration not stated)
  mouse IAP activators: 60
  mouse IAP activators Fold change: 0.4

[24] COc1ccc2[nH]c3c(c2c1)CCN1C(=O)C(CC(=O)NCC24CC5CC(CC(C5)C2)C4)C[C@H](C(=O)N2CCOCC2)[C@@]31C (some centres not stated)
  mouse IAP activators: -18
  mouse IAP activators Fold change: 1.2

[25] CCOc1ccc2c(c1)cc(CN(C(=O)CC)C1CCCCC1)c1nnnn12
  mouse IAP activators: 12
  mouse IAP activators Fold change: 0.88

# Ordered by number of heavy atoms (descending): some entries from above
[24] COc1ccc2[nH]c3c(c2c1)CCN1C(=O)C(CC(=O)NCC24CC5CC(CC(C5)C2)C4)C[C@H](C(=O)N2CCOCC2)[C@@]31C (some centres not stated)
  mouse IAP activators: -18
  mouse IAP activators Fold change: 1.2

[20] CC(C)(C)NC(=O)C(c1ccc(-c2ccccc2)cc1)N(C[C@H]1CC[C@@H]([C@@H]2CC[C@H](CO)O2)O1)C(=O)c1cccc(Cl)c1 (some centres not stated)
  mouse IAP activators: 5
  mouse IAP activators Fold change: 0.95

[17] O=C(NCCCCc1ccccc1)NC[C@@H]1CC[C@@H](Cc2ccc(-c3ccccc3)cc2)O1
  mouse IAP activators: -344*
  mouse IAP activators Fold change: 4.4*

[19] COc1cc(C(C[N+](=O)[O-])c2c(-c3ccccc3)cc3ccccn23)cc(OC)c1OC (configuration not stated)
  mouse IAP activators: 6
  mouse IAP activators Fold change: 0.94

[10] O=S1(=O)[C@H]2C[C@H](CO)O[C@@]2(CO)CN1Cc1ccc(-c2cccc(Cl)c2)cc1
  mouse IAP activators: 5
  mouse IAP activators Fold change: 0.95

[3] COc1cccc(-c2nn(-c3ccccc3)cc2C(=O)NCC(=O)O)c1
  mouse IAP activators: -8
  mouse IAP activators Fold change: 1.1

[11] COc1ccc(N2C(=O)C3CCCN3C2c2cccc(F)c2)cc1Cl (configuration not stated)
  mouse IAP activators: -5
  mouse IAP activators Fold change: 1.1

[1] CC(Sc1ccsc1[N+](=O)[O-])C(=O)NCCc1ccc(Cl)cc1 (configuration not stated)
  mouse IAP activators: 13
  mouse IAP activators Fold change: 0.87

[23] COc1cccc(/C=N\NC(=O)C2=NNC(=O)C2C)c1O (configuration not stated)
  mouse IAP activators: 60
  mouse IAP activators Fold change: 0.4

[8] Oc1ccc(/C=N/N=C/c2ccc(O)c(O)c2)cc1O
  mouse IAP activators: 64
  mouse IAP activators Fold change: 0.36

[14] c1cc2c3c(cccc3c1)C(N1CCCCCC1)=N2
  mouse IAP activators: 6
  mouse IAP activators Fold change: 0.94

[9] CNC(=O)C(Sc1ccccc1)c1ccccc1 (configuration not stated)
  mouse IAP activators: 6
  mouse IAP activators Fold change: 0.94

[7] Cc1nn(Cc2ccc(Cl)cc2)c(C)c1N
  mouse IAP activators: 0
  mouse IAP activators Fold change: 1

# (continued)
[26] COc1ccccc1C1CC(=O)Oc2ccc(C(C)(C)C)cc21 (configuration not stated)
  mouse IAP activators: -8
  mouse IAP activators Fold change: 1.1

[27] O=C(CNS(=O)(=O)c1ccc([N+](=O)[O-])cc1)N/N=C/c1ccc(O)cc1O
  mouse IAP activators: 42
  mouse IAP activators Fold change: 0.58

[28] CCN(CC)CCNC(=O)Cn1c(C)cc2ccccc2c1=O
  mouse IAP activators: 6
  mouse IAP activators Fold change: 0.94

[29] Cc1c(C)c2cc(Cl)c(O)c(CN3CCCCC3)c2oc1=O
  mouse IAP activators: 0
  mouse IAP activators Fold change: 1

[30] CC(C)Oc1ccc(/C=N/NC(=O)C(CSCc2ccccc2)NC(=O)c2ccc([N+](=O)[O-])cc2)cc1 (configuration not stated)
  mouse IAP activators: 6
  mouse IAP activators Fold change: 0.94

[31] C=CCSc1nncn1/N=C/c1ccc(OC)cc1
  mouse IAP activators: 9
  mouse IAP activators Fold change: 0.91

[32] Cc1cccc(OCC(O)Cn2c(=N)n(CCN3CCOCC3)c3ccccc32)c1 (configuration not stated)
  mouse IAP activators: 2
  mouse IAP activators Fold change: 0.98

[33] O=C(CCn1c(=O)oc2ccccc21)Nc1ccccc1
  mouse IAP activators: 1
  mouse IAP activators Fold change: 0.99

[34] Cc1ccc(-c2nnn(CC(=O)NC3CCN(Cc4ccccc4)CC3)n2)cc1
  mouse IAP activators: -4
  mouse IAP activators Fold change: 1

[35] Cc1cccc(NC(=O)c2cn(-c3ccccc3)nc2-c2ccccc2)c1
  mouse IAP activators: -64
  mouse IAP activators Fold change: 1.6

[36] CCC(CC)C(=O)Nc1cc(C(=O)OC)ccc1C(=O)OC
  mouse IAP activators: -3
  mouse IAP activators Fold change: 1

[37] O=S(=O)(Nc1ccccn1)c1ccc(Oc2ccccc2)cc1
  mouse IAP activators: -5
  mouse IAP activators Fold change: 1

[38] c1cnc(Oc2ccc(-c3nnco3)cc2)cn1
  mouse IAP activators: -1
  mouse IAP activators Fold change: 1

[39] C[C@@H]1CN([C@H](C)CO)C(=O)c2cc(NC(=O)Nc3cccc4ccccc34)ccc2O[C@H]1CN(C)Cc1ccc(C(F)(F)F)cc1
  mouse IAP activators: -120*
  mouse IAP activators Fold change: 2.2*

[40] CC(C)NC(=S)NN(c1ccccc1)c1ccccc1
  mouse IAP activators: 10
  mouse IAP activators Fold change: 0.9

[41] C=CCONC(=O)Cc1ccccc1
  mouse IAP activators: -10
  mouse IAP activators Fold change: 1.1

[42] O=c1[nH][nH]c(C(F)(F)F)c1C=Nc1ccccc1Cl
  mouse IAP activators: -5
  mouse IAP activators Fold change: 1

[43] CN(C(=O)C1CCCO1)c1nnc(-c2ccncc2)s1 (configuration not stated)
  mouse IAP activators: 11
  mouse IAP activators Fold change: 0.89

[44] COc1cccc(=O)c2c(C)n(C)c(C)c12
  mouse IAP activators: 5
  mouse IAP activators Fold change: 0.95

[45] COc1cc(C(=O)n2nc(C)cc2C)ccc1O
  mouse IAP activators: -5
  mouse IAP activators Fold change: 1

[46] Cc1nc2sc(C(c3cccc(F)c3)N3CCC(O)CC3)c(O)n2n1 (configuration not stated)
  mouse IAP activators: 3
  mouse IAP activators Fold change: 0.97

[47] CCN1CCN(C(=O)CN(C)S(=O)(=O)c2ccc(OC)cc2)CC1
  mouse IAP activators: 6
  mouse IAP activators Fold change: 0.94

[48] COC(=O)c1cc2cc(NS(=O)(=O)c3ccc(C)cc3)ccc2s1
  mouse IAP activators: 4
  mouse IAP activators Fold change: 0.96

[49] O=C(CN1CCC(n2nnc3cc(F)ccc32)CC1)Nc1ccc2c(c1)CCC2
  mouse IAP activators: -10
  mouse IAP activators Fold change: 1.1

[50] COc1cc(C2CC(=O)Oc3cc4c(cc32)OCO4)cc(OC)c1OC (configuration not stated)
  mouse IAP activators: -1
  mouse IAP activators Fold change: 1

# Part of the list above, in transposed form:
(30) CC(C)Oc1ccc(/C=N/NC(=O)C(CSCc2ccccc2)NC(=O)c2ccc([N+](=O)[O-])cc2)cc1 (configuration not stated)
(18) CC(C)(C)NC(=S)NC(=O)C12CC3CCC(CC(C3)C1)C2
(21) COc1cccc(/C=N/NC(=O)c2cccc([N+](=O)[O-])c2)c1OS(=O)(=O)c1ccccc1
screen / no. | 30 | 18 | 21
mouse IAP activators | 6 | 11 | -3
mouse IAP activators Fold change | 0.94 | 0.89 | 1

# (more compounds)
[51] CCOC(=O)C1=C(c2cccc(F)c2)NC(=S)NC1C (configuration not stated)
  mouse IAP activators: 3
  mouse IAP activators Fold change: 0.97

[52] CC1Cc2ccccc2N1C(=O)CSc1nnnn1C (configuration not stated)
  mouse IAP activators: 5
  mouse IAP activators Fold change: 0.95

[53] Cc1ccc(CNC(=O)Cn2cnc(C(=O)Nc3ccc(C)c(C)c3)n2)o1
  mouse IAP activators: 1
  mouse IAP activators Fold change: 0.99

[54] N#C/C(=N\Nc1cccc(Cl)c1)C(=O)c1ccccc1
  mouse IAP activators: 20
  mouse IAP activators Fold change: 0.8

[55] Cc1cc2oc(=O)cc(CN3CCN(S(=O)(=O)c4ccc5c(c4)OCCO5)CC3)c2cc1C
  mouse IAP activators: 4
  mouse IAP activators Fold change: 0.96

[56] C#CCOCCOCCOCCNc1nc(N2CCN(C(=O)CCCCCCCCCCNC(=O)[C@H]([C@@H](C)CC)n3cc(CCCCN=C(N)N)nn3)CC2)nc(N2CCN(C(=O)CCCCCCCCCCNC(=O)[C@@H]([C@H](C)O)n3cc(C)nn3)CC2)n1
  mouse IAP activators: +
  mouse IAP activators Fold change: 15*

[57] O=C(COC(=O)c1cc(-c2ccco2)nc2ccccc12)NCc1ccccc1
  mouse IAP activators: 15
  mouse IAP activators Fold change: 0.85

[58] CCOP(=O)(OCC)C(NC(=O)Nc1ccc(C)c(Cl)c1)c1ccccc1 (configuration not stated)
  mouse IAP activators: -159*
  mouse IAP activators Fold change: 2.6*

[59] CNC(=O)Nc1ccc(Cl)cc1
  mouse IAP activators: -26
  mouse IAP activators Fold change: 1.3

[60] O=C(Cn1cnc2c(NCc3ccccc3)ncnc21)N1CCN(c2ccccn2)CC1
  mouse IAP activators: -5
  mouse IAP activators Fold change: 1

[61] CCc1oc(C(=O)O)cc1COC
  mouse IAP activators: -3
  mouse IAP activators Fold change: 1

[62] CC12CCC(C(=O)N3CCCc4ccccc43)(CC1=O)C2(C)C (configuration not stated)
  mouse IAP activators: 3
  mouse IAP activators Fold change: 0.97
